IP6K1 inh = Primary qHTS assay for small molecule inhibitors of Inositol hexaphosphate kinase 1 (IP6K1). Inositol hexakisphosphate kinase 1 (Homo sapiens), Q92551. IP6K1 kinase, ADP-Glo luminescence, 2 h; active compounds read low. activity change, % (series mostly up to about 58 µM). 140,000 compounds, 0.81% hits. AID 1645851, 2021; in the data active means activity change below about -25%
Target sequence (Q92551 whole entry, looked up): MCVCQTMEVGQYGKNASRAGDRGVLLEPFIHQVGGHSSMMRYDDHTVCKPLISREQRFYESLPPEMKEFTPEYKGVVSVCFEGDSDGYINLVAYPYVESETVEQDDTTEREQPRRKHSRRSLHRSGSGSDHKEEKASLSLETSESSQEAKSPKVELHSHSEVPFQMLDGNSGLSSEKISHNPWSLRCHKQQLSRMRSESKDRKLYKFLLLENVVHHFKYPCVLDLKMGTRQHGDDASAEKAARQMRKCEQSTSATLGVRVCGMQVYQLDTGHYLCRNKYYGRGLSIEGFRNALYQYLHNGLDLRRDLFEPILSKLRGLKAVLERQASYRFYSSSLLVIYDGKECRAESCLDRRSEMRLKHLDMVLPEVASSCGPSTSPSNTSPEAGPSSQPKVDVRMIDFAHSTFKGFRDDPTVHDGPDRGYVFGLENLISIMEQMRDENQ
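ADP-Glo luminescence measures ADP made by human IP6K1 during a 2 h RT reaction with ATP/IP6 (mix at 1.3 mM/130 uM); top library doses 57.5 and 19.1 uM final.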
3T3 cytotox = Cytotoxic Profiling in NIH 3T3 Cell Line of Diverse Libraries Using Quantitative High-Throughput Screening | NIH 3T3 viability, CellTiter-Glo ATP luminescence, 48-72 h | Potency, µM (highest dose often 96.7 µM), without a hit: at the top dose activity change, negative = cytotoxicity, usual class: inhibitors | 94,000 compounds, 4.3% hits | AID 1345082, 2018; further: potency means the concentration at half of the fitted maximal effect; nearly all actives have a fitted effect of over 55% in size
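Cytotoxicity was measured by CellTiter-Glo ATP luminescence after 48 or 72 h compound exposure at 37 °C. Mouse NIH 3T3 fibroblasts were seeded at 400 cells/well and dosed by 23 nL pin transfer.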
HEK cytotox = Cytotoxic Profiling in HEK 293 Cell Line of Diverse Libraries Using Quantitative High-Throughput Screening; HEK 293 viability, ATP luminescence (CellTiter-Glo), 48-72 h; Potency, µM (titrated, usually from 115 µM), without a hit: top-dose activity change, negative = cytotoxicity, usual class: inhibitors; 94,000 compounds, 6.6% hits; AID 1345083, 2018; further: potency means the concentration at half of the fitted maximal effect; nearly all actives have a fitted effect of over 60% in size
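250 HEK 293 cells/well; compound by pintool; incubated 48 or 72 hr at 37 degree Celsius; CellTiter-Glo added, 10 min RT, luminescence imaged.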
GPT2 inhibitor = Primary qHTS assay for inhibitors of Glutamate pyruvate transaminase 2 (GPT2). Alanine aminotransferase 2 (Homo sapiens), Q8TD30. Recombinant GPT2, coupled pyruvate oxidase/HRP Amplex Red fluorescence. Potency, µM (doses to about 57.7 µM), inactives show at the top dose activity change, negative = inhibition, usual class: inhibitors. 100,000 compounds, 0.25% hits; further: potency means the concentration at half of the fitted maximal effect; nearly all actives have a fitted effect of over 60% in size; many of its hits are not listed in these tables
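Recombinant GPT2 (10ng/uL) with 250uM a-KG and 2mM L-alanine, 30 min at room temperature, in HEPES pH 7.5 buffer. Pyruvate detected by pyruvate oxidase/HRP/Amplex Red fluorescence after 30 min in the dark; AOA (50uM) as positive control.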
SNCA expr inhib = Primary qHTS assay for inhibitors of alpha-synuclein gene (SNCA) expression | Potency, µM (titrated, usually from 57.2 µM), inactives show top-dose activity change, negative = inhibition, actives largely listed as inhibitors | HEK-293 SNCA-luciferase knock-in, luminescence, 24 h | 140,000 compounds, 0.17% hits | AID 1671194, 2021;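 further: potency means the concentration at half of the fitted maximal effect; plate controls were DMSO cells for no effect and cell-free wells for full effect; nearly all actives have a fitted effect of over 45% in size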
FLuc inh = Firefly luciferase inhibition profiling of diverse chemical library using quantitative high-throughput screening; AID 1347043, 2019; purified P. pyralis luciferase, luminescence, biochemical; Luciferin 4-monooxygenase (Photinus pyralis), P08659; 76,000 compounds, 2.5% hits; Potency, µM (top dose mostly 115 µM), for inactives: at the highest dose activity change, negative = inhibition, actives largely listed as inhibitors; further: potency means the concentration at half of the fitted maximal effect; nearly all actives have a fitted effect of over 65% in size
Target sequence (P08659 whole entry, looked up): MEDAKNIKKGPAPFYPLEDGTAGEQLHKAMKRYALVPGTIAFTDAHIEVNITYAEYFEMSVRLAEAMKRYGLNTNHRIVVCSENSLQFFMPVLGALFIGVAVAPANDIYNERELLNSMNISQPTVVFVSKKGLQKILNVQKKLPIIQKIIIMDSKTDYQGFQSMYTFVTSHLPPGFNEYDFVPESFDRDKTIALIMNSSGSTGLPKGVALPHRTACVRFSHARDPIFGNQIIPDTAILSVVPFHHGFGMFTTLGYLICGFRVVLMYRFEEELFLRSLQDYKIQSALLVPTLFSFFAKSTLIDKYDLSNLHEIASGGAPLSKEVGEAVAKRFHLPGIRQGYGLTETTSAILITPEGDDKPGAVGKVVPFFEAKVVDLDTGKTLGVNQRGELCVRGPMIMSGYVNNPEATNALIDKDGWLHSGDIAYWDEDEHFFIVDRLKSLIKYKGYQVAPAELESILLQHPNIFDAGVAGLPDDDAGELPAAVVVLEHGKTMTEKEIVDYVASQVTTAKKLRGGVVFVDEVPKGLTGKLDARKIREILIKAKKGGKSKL
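Purified 10nM P. pyralis luciferase with 10uM D-luciferin and 10uM ATP in 50mM Tris acetate pH 7.5, 10mM Mg acetate, 0.01% Tween-20, 0.05% BSA. qHTS titration; luminescence read by CCD imager.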
HEK293 viab = GF-AFC viability counterscreen for inhibitors of alpha-synuclein gene (SNCA) expression. HEK-293-SNCA-luc viability, GF-AFC fluorescence, 24 h. Potency, µM (highest dose often 57.1 µM), inactives show top-dose activity change, negative = cytotoxicity, actives largely listed as cytotoxic. 150,000 compounds, 0.12% hits. AID 1671193, 2021;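 further: potency means the concentration at half of the fitted maximal effect; 0% = DMSO-treated cells and -100% = medium-only wells without cells; nearly all actives have a fitted effect of over 30% in size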
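HEK-293-SNCA-luc cells (1500/well) plated 24 h, then exposed 24 h to a dilution series; GF-AFC added 30 min at 37C, fluorescence 405/540 nm; normalised to medium-only and DMSO wells, Hill fit.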
An asterisk follows results filed as active; i = inactive; ? = inconclusive; / = not tested or not shown; & = joins results of further samples; [ ] = remark or other dose. Unless noted, the call rests on the fitted dose curve; in most records, active means well fitted curve in the direction sought with a large enough effect; inconclusive means small, poorly fitted or top-dose-only effect, or another doubt; inactive means no such curve, though single readings can be large; an effect the other way counts as inactive or inconclusive. Unless noted, on the % scale 0 is the no-effect control and ±100 the full control effect.

compound	IP6K1 inh	3T3 cytotox	HEK cytotox	GPT2 inhibitor	SNCA expr inhib	FLuc inh	HEK293 viab
CCN1CCN(CCNC(=O)Cc2cccn2-c2ccc(C)cc2)CC1	20	5%	3%	4%	-19%	5%	4%
CCn1nc(C)c(CCN(C)C(=O)Nc2cc(Cl)ccc2C)c1C	28	/	/	/	42%[activator]	/	6%
O=C1NC2(CCCCC2)C(=O)N1CC(=O)N1CCCc2ccccc21	21	-6%	1%	-16%	4%	-8%	5%
Cc1ccc(C)c(C(=O)NCc2nnc3ccc(-c4ccc(C)c(C)c4)nn23)c1	0	?	?	3%	-10%	0%	9%
COc1ccc(F)cc1-c1ccc(CN2CCC(NC(=O)c3ccc(Cl)nc3)C2)cc1 (centres undefined)	-9	32µM*	32µM*	/	/	/	/
Cc1ccc(-c2cc(N3CCC(CNC(=O)c4cc(C5CC5)[nH]n4)CC3)n[nH]2)cc1	8	?	?	?	12%	?	-15%
CC(C)NC(=O)N1CC(CNC(=O)C2CC2)C2(CCCCC2)C1 (centres undefined)	4	-21%	-5%	i	-3%	/	0%
CCOC(=O)c1c(-c2ccc(C)cc2)csc1NC(=O)c1ccc(C(C)(C)C)cc1	11	/	/	/	-4%	/	-1%
COc1cccc(CC(=O)N2CCC[C@H]2C(=O)N2CCCCCCNC(=O)CC2)c1	-1	-11%	-7%	-1%	-8%	-14%	-10%
CCN(CC)CCCC(C)Nc1c2ccc(Cl)cc2nc2ccc(OC)cc12 (centres undefined)	16&2	/	/	-19%	11%	/	5%
COc1cccc(NC(=O)CCNS(=O)(=O)c2ccc3c(c2)oc(=O)n3C)c1	-10	/	/	/	18%	/	7%
Cc1ccc(Cn2c(CN3CCN(c4cccc(Cl)c4)CC3)nc3c2c(=O)n(C)c(=O)n3C)cc1	5	/	/	/	-2%	/	-1%
CC1C2=CC(=O)OC2(O)CC2C1C(OC(=O)c1ccccc1)C(OC(=O)c1ccccc1)C1(O)C2(C)CCC(O)C1(C)C(=O)O (centres undefined)	31	/	/	?	/	/	1%[23.9 µM]
O=[S+]([O-])(NC1CCCN(c2nc3ncccc3o2)C1)c1cccc(C(F)(F)F)c1 (centres undefined)	6	-17%	-4%	i	11%	-4%	0%
C[C@@]1(O)CCN(C(=O)c2ccc(N3CCCC3=O)cc2)C[C@@H]1O	-13	-1%	0%	-8%[11.5 µM]	?	11%	-2%
CN1CCCN(CC(=O)N2CCCC(c3ccc(C(=O)O)cc3)C2)CC1 (centres undefined)	-5	4%	3%	3%	0%	-2%	7%
COCCCNC(=O)CCCN1C(=O)COc2ccc(C(=O)COc3ccccc3C)cc21	5	-13%	?	5%	6%	-11%	5%
c1ccc2[nH]ccc2c1	31	/	/	i	-12%[25.6 µM]	/	3%[23.9 µM]
CC(C)c1ccc(CN2CCc3nc(N(C)C)[nH]c(=O)c3CC2)cc1	10	-28%	-24%	i	-20%	-6%	-3%
Cc1nn(C)c(C)c1CCC(=O)N1CC2CC(C1)[C@H]1CCCC(=O)N1C2 (some centres undefined)	7	1%	3%	i	-12%	1%	10%
Cc1ccc(NC(=O)C[C@H]2NC(=O)c3ccccc3NC2=O)c(Cl)c1	6	?	?	0%	2%	-4%	7%
COC(=O)N1CCN(CCn2nc3n(c2=O)CCCC3)CC1	-1	-16%[138 µM]	0%[172 µM]	/	/	/	/
CC(C)c1ccc(/C=C(\C#N)c2nc(-c3cc4ccccc4oc3=O)cs2)cc1	-2	/	/	/	12%	/	17%
CNC(=O)c1cc(C2CC2)nc2onc(C3CCCN3C(=O)NC(C)c3ccccc3)c12 (centres undefined)	23	-8%	-3%	/	/	/	/
O=C(NC1CCN(c2cc(-c3ccc(F)cc3)[nH]n2)C1)c1ccccc1Cl (centres undefined)	23	?	?	?	-2%	0%	0%
COCCNC(=O)[C@@H]1C[C@@H](O)CN1C1CCN(C(=O)c2ccc(C(C)C)cc2)CC1	4	-9%	2%	i	-13%	-1%	9%
O=C(O)c1ccc(OCCN2CCCCC2)cc1	22	/	/	i	-22%[25.6 µM]	/	-22%[23.9 µM]
Nc1ccc(S(=O)(=O)Nc2ccnn2-c2ccccc2)cc1	2	/	/	?	-3%	/	2%
CCOC(=O)c1ccc(CNC(=O)c2cn(CCCc3ccccc3)nn2)o1	9	-28%	-21%	-35%	-11%	5%	3%
CC(=O)c1ccc(NC(=O)CSc2cn(CC(=O)N3CCCCC3)c3ccccc23)cc1	27	/	/	/	46%[activator]	/	-29%
CC(C)c1ccc(NC(=O)CCNS(=O)(=O)c2ccc3c(c2)CCCC(=O)N3)cc1	19	/	/	/	9%	/	5%
C[C@]12CC[C@H](O)CC1=CCC[C@@H]2OC(=O)Nc1ccccc1	19	?	?	/	/	/	/
O=C(Nc1ccc2c(c1)CCC2)N1CCc2c(nc3cc(-c4ccccc4)[nH]n3c2=O)C1	42	-19%	-25%	i	-9%	-16%	7%
CCN(CC)C(=O)C(NC(=O)c1ccccc1)C1CCN(S(=O)(=O)c2ccc(C)cc2)CC1 (centres undefined)	-10	-6%	-9%	4%	-2%	4%	-17%
CCCNC(=O)CCc1ccnc(N2CCOCC2)c1	-7	-9%	i	-1%	3%	4%	-1%
COc1cccc(C(=O)NC(C(=O)N2CCCCC2)C2CCN(C(=O)c3cccs3)CC2)c1 (centres undefined)	4	-27%	-5%	-18%	-6%	-8%	-19%
CS(=O)(=O)NC1CCN(c2cc(C3CC(N)C3)nc(N)n2)CC1 (centres undefined)	-8	0%	-14%	-4%	16%	-2%	2%
CCN(CC)c1nc2ccccc2nc1C(=O)Nc1cc(OC)c(OC)c(OC)c1	-2	/	/	/	-14%	/	?
CNC(=O)C1(N2CCC[C@H]2C(=O)N2CC[C@@H](O)C2)CCCCC1	-3	-21%[174 µM]	0%[172 µM]	-6%[88.5 µM]	12%[87.6 µM]	-6%[172 µM]	0%[87.6 µM]
CCn1ccnc1CN(C)C(=O)c1cc(COc2ccccc2)[nH]n1	9	-2%	i	-6%	18%	-3%	8%
CCOc1cc(-c2cc(C(=O)O)c3c(-c4ccccc4)[nH]nc3n2)ccc1O	-9	/	/	/	82%[activator]	/	1%
Cc1cccc(C)c1NC(=O)Cn1c(=O)cc(C)c2c(C)nn(-c3cccc(Cl)c3C)c21	4	/	/	/	20%	/	1%
COCC(=O)Nc1ccc([C@@H](O)[C@H]2COCC(=O)N2C)cc1	17	-1%[174 µM]	0%[172 µM]	i	-18%[87.6 µM]	2%[172 µM]	1%[87.6 µM]
CCCc1noc(-c2cccn3c(CNC(=O)c4cccc5[nH]ccc45)nnc23)n1	10	?	?	i	4%	8%	-21%
Cc1ccccc1N1CCN(S(=O)(=O)c2nnc(NC(=O)c3ccc(Cl)cc3)s2)CC1	16	/	/	/	30%	/	-7%
CC(C)(C)c1nc(C(=O)NCc2ccc(F)cc2)n2ccncc12	-8	?	?	-5%	-8%	/	4%
CC1=C[C@@H](CN2CCN(CCO)CC2)[C@H](C(C)C)C[C@H]1Cc1nnc(-c2ccc([N+](=O)[O-])cc2)o1	16	?	?	-2%	-35%	-5%	?
CC(=O)N1CCn2c(nn(-c3ccc(C)cc3)c2=O)C1	-8	-14%[138 µM]	?	-2%[88.5 µM]	41%[activator][87.6 µM]	-18%[172 µM]	?
Cc1cn2nc(C(=O)N3CCCC3)cc2c(N(C)Cc2ccccc2)n1	0	?	?	-6%	?	-2%	?
CCN1CCN(C2(C(=O)N3CCC(COC)C3)Cc3ccccc3C2)CC1 (centres undefined)	34	2%	-1%	0%	-4%	-10%	-9%

Some of the entries above, set out differently.
Molecule: COc1cccc(C(=O)NC(C(=O)N2CCCCC2)C2CCN(C(=O)c3cccs3)CC2)c1 (centres undefined)
  IP6K1 inh: 4
  3T3 cytotox: -27%
  HEK cytotox: -5%
  GPT2 inhibitor: -18%
  SNCA expr inhib: -6%
  FLuc inh: -8%
  HEK293 viab: -19%

Molecule: CS(=O)(=O)NC1CCN(c2cc(C3CC(N)C3)nc(N)n2)CC1 (centres undefined)
  IP6K1 inh: -8
  3T3 cytotox: 0%
  HEK cytotox: -14%
  GPT2 inhibitor: -4%
  SNCA expr inhib: 16%
  FLuc inh: -2%
  HEK293 viab: 2%

The listing continues:
compound	IP6K1 inh	3T3 cytotox	HEK cytotox	GPT2 inhibitor	SNCA expr inhib	FLuc inh	HEK293 viab
COc1ccc(C(=O)N2CCCCC2c2nc(-c3cccnc3)n[nH]2)c(OC)c1 (centres undefined)	29	?	?	i	-8%	/	3%
CC(=O)c1cc(C(=O)N[C@@H](C)Cn2ccc(-c3ccc(C#N)c(Cl)c3)n2)[nH]n1	5	/	/	-10%	/	/	-12%
CCOCCCNC(=O)C(c1ccc(Cl)cc1)N(Cc1cccs1)C(=O)c1ccc(NC(C)=O)cc1 (centres undefined)	14	/	/	/	8%	/	-26%
CC(C)C1c2nccn2CCCN1C(=O)Cn1c(=O)oc2ccccc21 (centres undefined)	2	0%	-23%	-22%	51%[activator]	-1%	-3%
COc1ccc(F)c(F)c1CN1CCC2(CCNCC2)C1	-1	?	?	1%	10%	6%	-6%
COc1ccc(CNC(=O)C(=O)Nc2ccccc2OC)cc1	-6	/	/	/	35%[activator]	/	-11%
Cc1ccc(C(=O)CC2(O)C(=O)N(Cc3ccccc3)c3ccc(Br)cc32)cc1 (centres undefined)	0	/	/	/	?	/	-25%
COc1ccc(NC(=O)CSc2nc(-c3ccc(OC)cc3)[nH]c2-c2ccc(F)cc2)cc1	-14	/	/	/	27%	/	-11%
COc1cccc(CN2CCNC(=O)C2CC(=O)NCC(N)=O)c1OC (centres undefined)	-3	-2%	-3%	1%	4%	6%	8%
CC(C)N1C[C@H](O)C[C@H]1c1nnc2n1CCN(C(=O)c1ccc3ncccc3c1)C2	-10	i	-6%	i	-25%	8%	-2%[12.5 µM]
Cc1ccc(Cc2ccccc2C(=O)N2CCC3(CC2)CNC(=O)C3)cc1F	-1	2%	i	-32%	-4%	2%	3%

High-throughput results: PubChem, National Center for Advancing Translational Sciences (NCATS)

Only part of the results is shown; rates above refer to the full screens.
